STAT1 activator: STAT1 signaling activation. activation (% of control), % at 5.5 µM. hit rate 2.6% among 200,000. NIH 3T3 STAT1-luciferase reporter, IFN-gamma, luminescence; 100% = IFN-gamma alone, no compound. AID 932;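 active means activation above the screen-wide mean activation plus 3 SD, cut at about 130% in these data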;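 further: raw ratio to IFN-gamma control signal so 100% means no change and 0% no light; values of inactives mirror those of a sister screen read the other way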
STAT3 blocker: reduces IL-6 driven STAT3 reporter signal. U3A cells, IL-6 STAT3-luciferase reporter, luminescence; host cell line lacks STAT1. inhibition, % at 5.5 µM. hit rate 0.89% among 190,000. AID 862;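 active means inhibition above the mean inhibition across all screened compounds plus 3 SD, cut at about 44% in these data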;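 further: 0% = DMSO only wells and 100% = 100 µM nifuroxazide control wells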
Diaph inh CS: diaphorase inhibition or chemical oxidation counter-screen; hit rate 0.69% among 190,000; diaphorase resazurin-to-resorufin fluorescence, NADH, 16 min; bacterial (C. kluyveri) enzyme, not human; AID 1217; inhibition, % at 20 µM;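 active means primary screen inhibition at 20 µM above a set limit, cut at about 50% in these data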;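 further: plate controls were DMSO with full reaction for no effect and wells lacking NADH for full effect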
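System: Diaphorase enzyme from Clostridium kluyveri | Amount: Enzyme working solution with 0.14 U/mL diaphorase | Benchmarks: No-NADH positive control and DMSO neutral control | Signal: Fluorescence of resorufin formed from resazurin, Ex 544/Em 590 nm | Schedule: 16-min room-temperature incubation before reading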
STAT1 inh: reduces IFN-gamma driven STAT1 reporter signal; NIH 3T3 STAT1-luciferase reporter, luminescence; inhibition, % at 5.5 µM; hit rate 0.35% among 200,000;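 active means inhibition above a set limit, the mean inhibition across all tested compounds plus 3 SD, cut at about 34% in these data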;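 further: 0% = IFN-gamma with DMSO and 100% = IFN-gamma with 300 µM nifuroxazide; values of inactives mirror those of a sister screen read the other way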
Hsp70 act: transcriptional activators of Hsp70. HeLa Hsp70 promoter luciferase reporter, luminescence; scaled: vehicle 0, proteasome-inhibitor control 100%. activation, % at 10 µM. hit rate 0.04% among 200,000;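 active means activation above the mean across all tested compounds plus 3 SD, cutoff set per campaign, cut at about 5.5% in these data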;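 further: 100% = MG132 at 30 µM as the positive control and 0% = DMSO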
TLR4 MyD88 comp: blocks binding of human TLR4 to MyD88 | HeLa CL3-4 TLR4/MyD88 BLA complementation, FRET ratio | AID 861 | hit rate 0.18% among 200,000 | inhibition, % at 8.4 µM; in the data active means inhibition above about 25%;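 further: 0% = vehicle and 100% = reference inhibitor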
G6PDH counter: inhibits Leuconostoc G6PDH, flagging false hits in G6PDH-based assays. Purified L. mesenteroides G6PDH, diaphorase/resazurin coupled fluorescence, 45 min. inhibition, % at 5 µM. hit rate 0.12% among 200,000; in the data active means inhibition above about 50%
Diaph act CS: diaphorase activation or chemical reduction counter-screen. Diaphorase/resazurin coupled assay, resorufin fluorescence, 16 min; hits give high values; 1 = vehicle wells, 0 = NADH-free wells. activation factor at 20 µM. hit rate 0.005% among 190,000. AID 1229;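 active means diaphorase activity raised at least twofold by the compound at 20 µM; inactive means activation factor below 2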
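Test system: Clostridium kluyveri diaphorase, purified enzyme; input: enzyme 0.07 U/mL final; buffer or medium: 50 mM HEPES pH 7.4 with 4.542 mM MgCl2, 0.005% Tween 20; also added: 0.114 mM NADH and 0.1 mM resazurin, final amounts; schedule: 16 min enzyme reaction, ambient temperature; technique: fluorescence of resorufin, 544 nm excitation, 590 nm emission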
STAT3 activator: STAT3 signaling activation; hit rate 0.91% among 190,000; AID 871; activation (% of control), % at 5.6 µM; U3A cells, IL-6 STAT3-luciferase reporter, luminescence; 100% = signal with IL-6 EC80 alone;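 active means activation above the screen-wide mean of compound activation plus 3 SD, cut at about 130% in these data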;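 further: 0% = background luminescence of wells with medium and substrate only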
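Test system: human U3A cells carrying STAT3-luciferase construct; control set: IL-6-only wells as 100% reference; timing: compound pre-incubation 1 h before IL-6, then 6 h stimulation at 37 °C; also added: IL-6 stimulus at 33 ng/mL final; evaluation: % activation versus median of IL-6-stimulated wells; detection: reporter luminescence signal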
APP 5UTR inh: APP translation inhibition. SH-SY5Y APP 5'UTR-luciferase reporter, luminescence. inhibition, % at 2 µM. hit rate 0.82% among 190,000;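 active means inhibition above a set limit, derived from the sample mean plus 3 SD, cut at about 45% in these data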; further: values of inactives mirror those of a sister screen read the other way
* hit, by the source's call; . = not tested or not shown.

SMILES	STAT1 activator	STAT3 blocker	Diaph inh CS	STAT1 inh	Hsp70 act	TLR4 MyD88 comp	G6PDH counter	Diaph act CS	STAT3 activator	APP 5UTR inh
NC(=O)c1ccsc1NC(=O)COC(=O)Cc1ccsc1	112	6	13	-13	0.0	6	-12	0.9	98	12
CSc1nnc2c3ccccc3n(CCc3ccccc3)c2n1	99	15	23	2	-0.1	6	4	0.8	91	22
COCC(C)n1c(C)cc(C(=O)COC(=O)C2=NN(c3ccccc3)C(=O)CC2)c1C (centres undefined)	93	0	6	5	0.2	14	4	0.9	103	1
Cc1ccccc1C(=O)c1cccn1CC(=O)NCCCN1CCc2ccccc2C1	102	-2	-8	-6	-0.2	3	2	1.1	106	-5
O=C(CSc1nnc2ccccn12)N1CCOCC1	101	0	12	1	-0.3	15	-6	0.9	103	-12
CC(C)Cc1cc(C(=O)Nc2ccc3c(c2)OCO3)no1	132*	1	14	-38	0.0	10	-11	0.9	99	-49
COc1ccc(/C=N/N=C(\N)c2nonc2N)cc1	73	51*	-5	28	-0.1	-6	4	1.1	61	-191
CC(C)(Cl)C1Cc2cc3ccc(=O)oc3cc2O1 (centres undefined)	115	10	-12	-16	0.1	-3	9	1.1	96	-25
O=C(NC1CC(=O)c2sccc21)c1ccc(Cl)cc1Cl (centres undefined)	123	-14	-10	-29	0.2	19	2	1.1	116	-41
Cc1nc(-c2cccc(N)c2)cs1	101	3	4	-1	-0.1	-4	-14	1	102	-5
COc1ccc(C(=O)O/N=C(/c2ccccc2)c2ccncc2)cc1	117	-8	13	-19	-0.3	0	18	0.9	109	-16
CC(=O)c1c(C)[nH]c(C(=O)OCC(=O)Nc2ncc(Cl)c(C)c2Cl)c1C	101	4	23	-1	-0.5	9	1	0.8	102	1
Cc1ccc(-n2nc3ccc(NC(=O)c4cccc([N+](=O)[O-])c4C)cc3n2)cc1	103	-9	-1	-4	-0.2	6	-18	1	108	.
CCC(C)NC(=O)CSc1nc2ccsc2c(=O)n1NC(=O)c1ccccc1 (centres undefined)	112	-4	10	-13	-0.1	-12	5	0.9	101	-23
Cc1c(Br)c([N+](=O)[O-])nn1CC(=O)Nc1sc2c(c1C(=O)OC(C)C)CCC(C)C2 (centres undefined)	100	-2	2	0	-0.3	-1	-8	1	98	4
Cc1cccc(NC(=O)COc2cccc3c2CCN(C)C3=O)c1C	86	-3	-7	15	-0.3	6	-4	1.1	104	-23
O=C(Nc1nc2c(s1)CCCC2)c1cccs1	146*	58*	6	-50	0.0	-9	-5	0.9	52	-198
Cc1ccc(NC(=O)/C=C/c2ccco2)nc1	147*	-13	17	-54	0.9	-3	-8	0.8	111	89*
COc1cccc(CNC(=O)Cn2c(=O)oc3ccccc32)c1OC	99	13	1	2	-0.2	2	7	1	94	3
CCCOC(=O)C1[C@H]2C(=O)N(CCCOC)C[C@]23C=C[C@H]1O3 (some centres undefined)	99	-4	8	2	0.2	-11	3	0.9	107	-7
O=C(Cn1cc(C(F)(F)F)ccc1=O)NC(c1ccccc1)c1ccccc1	100	10	10	-1	-0.3	1	5	0.9	93	0
Cc1ccc(-n2c(SCC(=O)Nc3cc(C)on3)nc3ccccc3c2=O)cc1	89	7	10	12	0.0	4	0	0.9	99	-24
Cc1c(C(=O)O)sc(=S)n1CCOc1ccccc1	104	-13	14	-4	0.0	3	-7	0.9	116	12
CCCn1c(SC2C(=O)CC(C)(C)CC2=O)nc2c1c(=O)n(C)c(=O)n2C	104	7	6	-4	-0.1	1	7	0.9	98	3
Cc1ccc(NC(=O)c2noc3c2CCCCC3)cc1	156*	13	-7	-61	-0.2	2	1	1.1	92	-140

Molecules from the list above that contain a nitro group on carbon:
SMILES	STAT1 activator	STAT3 blocker	Diaph inh CS	STAT1 inh	Hsp70 act	TLR4 MyD88 comp	G6PDH counter	Diaph act CS	STAT3 activator	APP 5UTR inh
Cc1ccc(-n2nc3ccc(NC(=O)c4cccc([N+](=O)[O-])c4C)cc3n2)cc1	103	-9	-1	-4	-0.2	6	-18	1	108	.
Cc1c(Br)c([N+](=O)[O-])nn1CC(=O)Nc1sc2c(c1C(=O)OC(C)C)CCC(C)C2 (centres undefined)	100	-2	2	0	-0.3	-1	-8	1	98	4

Further results:
SMILES	STAT1 activator	STAT3 blocker	Diaph inh CS	STAT1 inh	Hsp70 act	TLR4 MyD88 comp	G6PDH counter	Diaph act CS	STAT3 activator	APP 5UTR inh
CC1(C)N=C(c2cccs2)C(C)(C)N1O	96	15	-6	4	0.4	-5	8	1.1	90	4
CC(=O)N[C@@H](C)C(=O)N1CCN(S(=O)(=O)c2ccc(Cl)cc2)CC1	107	2	3	-10	-0.5	-2	0	1	100	-1
O=C(CCn1cnc2ccccc2c1=O)Nc1ccc(S(=O)(=O)N2CCCC2)cc1	99	5	15	1	-0.3	-7	-20	0.9	100	7
Cc1ccc2c(c1)N(CC(=O)NC1CCC(C)CC1)C(=O)CO2 (centres undefined)	100	-2	11	0	0.0	3	6	0.9	106	1
COc1ccc(C2SCC(=O)N2c2nnc(C34CC5CC(CC(C5)C3)C4)s2)cc1 (centres undefined)	105	-2	4	-6	-0.1	-6	-13	1	99	-11
COc1cc(/C=N/O)cc(Br)c1OC	86	15	12	15	-0.2	-7	5	0.9	89	10
Cc1ccc(NS(=O)(=O)c2ccc(CCC(=O)NCc3cccnc3)cc2)cc1	94	6	13	7	-0.1	1	6	0.9	103	-10
Cc1ccc(C(=O)COC(=O)c2cccc(NC(=O)c3ccc([N+](=O)[O-])cc3[N+](=O)[O-])c2)cc1	61	46*	-2	43*	0.0	2	4	1	65	-164
Cc1nc2nc(COc3ccccc3)[nH]n2c(=O)c1Cl	95	14	11	5	-0.5	13	5	0.9	94	-8
COc1ccc(-n2c3c(cc(C(=O)N4CCC(C)CC4)c2=O)C(=O)CC(C)(C)C3)cc1	99	9	1	1	-0.3	6	10	1	97	9
O=c1c2ccccc2n2c(-c3cccc(F)c3)nnc2n1Cc1ccccc1	105	-13	19	-5	-0.2	7	-2	0.8	106	-4
Cn1c(-c2ccccc2)c(C(=O)CC#N)c2ccccc21	103	4	2	-4	-0.1	6	-1	1	103	-14
N#CC1(c2ccccc2)CCCN1C(=O)c1ccccc1Br (centres undefined)	104	4	4	-4	-0.6	4	0	1	103	9
O=C(c1ccc(Br)o1)N1CCc2ccccc21	148*	8	12	-53	-0.1	-9	10	0.9	97	-119
CC(/C=N/Nc1nc(N2CCCCC2)nc(N2CCCCC2)n1)=C\c1ccccc1	98	4	0	2	-0.3	0	0	1	103	-3
Cc1ccccc1CN1C[C@@H]2C[C@@H](c3ccc4nsnc4c3)N3CCC[C@@]23C1=O	96	3	24	2	-0.3	-17	8	0.8	102	-4
S=C(NCC1CCCO1)Nc1ccc(Cl)cc1 (centres undefined)	113	7	9	-14	-0.3	-9	3	0.9	96	7
Cc1cccc(NC(=O)CSc2nnc(-c3ccco3)n2CC2CCCO2)n1 (centres undefined)	85	6	15	15	-0.1	-9	10	0.8	100	-1
Cc1ccc(CNC(=O)CN(c2cccc([N+](=O)[O-])c2)S(C)(=O)=O)cc1	97	4	27	1	0.3	-10	17	0.7	102	-18
O=C(NCCCN1CCN(Cc2ccccc2)CC1)c1nnc(Cc2c(F)cccc2Cl)o1	92	0	6	9	-0.5	6	6	0.9	103	0
O=C(NCCN1CCCC1)c1cccc(Cl)c1	98	5	8	-1	-0.2	11	-4	0.9	100	3
CC(C)C(=O)NC(=S)Nc1ccc(S(=O)(=O)N2CCCC2)cc1	98	0	7	2	-0.3	-4	1	0.9	99	-3
COc1ccc(-n2c(SCc3ccc(C#N)cc3)nnc2-c2ccccn2)cc1	97	-9	10	3	0.5	-4	-28	0.9	111	-8
Cc1ccc(N2CC(C(=O)NCC3CCCO3)CC2=O)cc1Cl (centres undefined)	101	11	1	0	-0.3	-5	12	1	96	5
Cn1cnc2c1c(=O)n(CC(O)CO)c(=O)n2C (centres undefined)	93	5	5	8	-0.3	-5	2	1	103	2
Later entries:
SMILES	STAT1 activator	STAT3 blocker	Diaph inh CS	STAT1 inh	Hsp70 act	TLR4 MyD88 comp	G6PDH counter	Diaph act CS	STAT3 activator	APP 5UTR inh
O=C1c2ccccc2C(=O)N1CC1CCCO1 (centres undefined)	96	9	16	4	0.2	-6	2	0.8	94	5
O=C(NC1CCCC1)C(c1ccc(F)cc1)N(C(=O)Cc1cccs1)c1ccc2c(c1)OCCO2 (centres undefined)	101	-7	2	-2	-0.3	-6	14	1	113	14
O=C(CCCN1C(=O)CCC1=O)Nc1ccccc1F	98	3	-6	2	-0.2	-3	8	1.1	99	-13
COc1ccccc1NC(=O)C(=O)N/N=C/c1cccs1	123	-9	11	-26	0.3	-2	-16	0.9	106	-19
CCc1nc(NCc2cccnc2)c2oc3ccccc3c2n1	96	20	11	5	-0.3	0	7	0.9	86	3
Cc1oc2c(C)c(O)ccc2c(=O)c1-c1nncn1-c1ccccc1	89	1	4	10	-0.1	-16	13	1	101	-11
O=C(Nc1ccc(C(=O)OC[C@@H]2CCCN3CCCC[C@H]23)cc1)c1cccc(Br)c1	85	-8	7	17	-0.1	-15	-7	0.9	104	14

Five entries out of the list above, sorted by the number in STAT1 activator, descending:
SMILES | STAT1 activator
COc1ccccc1NC(=O)C(=O)N/N=C/c1cccs1 | 123
O=C(NC1CCCC1)C(c1ccc(F)cc1)N(C(=O)Cc1cccs1)c1ccc2c(c1)OCCO2 (centres undefined) | 101
O=C(CCCN1C(=O)CCC1=O)Nc1ccccc1F | 98
CCc1nc(NCc2cccnc2)c2oc3ccccc3c2n1 | 96
Cc1oc2c(C)c(O)ccc2c(=O)c1-c1nncn1-c1ccccc1 | 89

No enrichment for hits (roughly 6.1% active in at least one column).
